# MEX-5 binding: C. elegans MEX-5 TCR-2 RNA binding activity; activity score (negative = inhibition of binding), % at 10 µM; Q9XUB2; 0.38% of 300,000 active; MEX-5/FITC-TCR2 RNA binding, fluorescence polarization; stronger effect = lower value;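 active = inhibition past about -25% in most replicates, and total fluorescence under double the plate's negative control median, limit read from the data; inconclusive = replicates evenly split on the limit, or fluorescence at least double controls; inactive = too little inhibition in most replicates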;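 also: 0% = DMSO and -100% = 5 µM competing unlabeled TCR2 RNA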
# GLD-1 RNA inh: GLD-1-TGE RNA interaction inhibition (C. elegans); Q17339; purified GLD-1 + fluorescein TGE RNA, fluorescence polarization; inhibition, % at 5.96 µM; 0.44% of 320,000 active; AID 2280;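 active = percent inhibition above a per-plate cutoff, the plate mean of test compounds plus 3 SD, cut at about 30% in these data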;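 also: 0% = DMSO wells with GLD-1 and probe and 100% = wells lacking GLD-1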
# GRK2 aptamer HTS: inhibitors of human GRK2 displacing RNA aptamer; P25098; bead flow cytometry, FAM-aptamer displacement from GRK2; inhibition of aptamer binding, % at 10 µM; 0.59% of 330,000 active; AID 488847;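 active = inhibition of aptamer binding above 40%, roughly 3 SD of noise, on plates passing a quality check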;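 also: median bead fluorescence of bound FAM aptamer so fluorescent compounds give negative values; no value below 0 was filed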
# BCLXL inh: blocks human Bcl-xL binding to Bim BH3 peptide | inhibition, % at 10.9 µM | AID 2129 | 0.7% of 320,000 active | GST-Bcl-xL / FITC-Bim BH3 peptide fluorescence polarization;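 active = inhibition above the mean of all tested compounds plus 3 SD, cutoff set per campaign, cut at about 30% in these data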;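 also: 0% = DMSO wells and 100% = unlabeled Bim-BH3 peptide competitor; inhibitors lower millipolarization by displacing the labeled peptide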
# MCL1 BIM primary: MCL1-BIM-BH3 interaction inhibition (human) | GST-MCL1 / FITC-Bim-BH3 fluorescence polarization | inhibition, % at 10.9 µM | 0.68% of 320,000 active | AID 2057;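 active = inhibition above the mean inhibition of all tested compounds plus 3 SD, set per campaign, cut at about 40% in these data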;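 also: 0% = DMSO wells and 100% = unlabeled Bim-BH3 peptide control; higher means more loss of mP so more displacement of Bim peptide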
# Efflux pump mplx: antifungal efflux pump inhibition, Nile Red retention; inhibition, % at 10 µM; AID 485275; S. cerevisiae Candida pump triplex; 0.44% of 330,000 active;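 active = plate passing quality check with inhibition over a set limit, or well fluorescence over plate mean plus 4 SD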;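 also: Nile Red retained in pooled yeast measured as flow cytometry median fluorescence; 0% = buffer negative control and 100% = Enniatin B positive control; higher means more Nile Red kept so more efflux inhibition; some compounds called inactive have numbers as strong as hits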
# Fam108B inh: counter-screen for RBBP9 inhibitors: inhibitors of mouse Fam108B. recombinant Fam108B, FP-Rh probe fluorescence polarization. 0.33% of 300,000 active. inhibition, % at 9.51 µM. AID 1947;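 active = inhibition above the screen mean inhibition plus 3 SD, computed separately per campaign, cut at about 18% in these data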;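 also: inhibitors lower polarization as less probe binds the enzyme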
# PME-1 inh: blocks human protein phosphatase methylesterase 1; Q9Y570; recombinant PME-1, FP-Rh probe fluorescence polarization; inhibition, % at 5.9 µM; 0.53% of 320,000 active;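 active = inhibition above the campaign mean of all compounds plus 3 SD, cut at about 26% in these data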;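 also: competitive labeling of PME-1 active site by serine hydrolase directed probe; 0% = PME-1 with DMSO and 100% = wells lacking PME-1 enzyme; inhibitors block probe labeling so polarization falls and inhibition rises; many of its hits are not listed in these tables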
# VLA-4 inh: inhibition in a human VLA-4 binding assay; P13612; VLA-4 expressing cells, ligand binding flow cytometry; inhibition, % (about 7 µM as worked out from the volumes in the protocol); 0.2% of 330,000 active; in the data active = inhibition above about 50%
# Target sequence (P13612 whole entry, looked up): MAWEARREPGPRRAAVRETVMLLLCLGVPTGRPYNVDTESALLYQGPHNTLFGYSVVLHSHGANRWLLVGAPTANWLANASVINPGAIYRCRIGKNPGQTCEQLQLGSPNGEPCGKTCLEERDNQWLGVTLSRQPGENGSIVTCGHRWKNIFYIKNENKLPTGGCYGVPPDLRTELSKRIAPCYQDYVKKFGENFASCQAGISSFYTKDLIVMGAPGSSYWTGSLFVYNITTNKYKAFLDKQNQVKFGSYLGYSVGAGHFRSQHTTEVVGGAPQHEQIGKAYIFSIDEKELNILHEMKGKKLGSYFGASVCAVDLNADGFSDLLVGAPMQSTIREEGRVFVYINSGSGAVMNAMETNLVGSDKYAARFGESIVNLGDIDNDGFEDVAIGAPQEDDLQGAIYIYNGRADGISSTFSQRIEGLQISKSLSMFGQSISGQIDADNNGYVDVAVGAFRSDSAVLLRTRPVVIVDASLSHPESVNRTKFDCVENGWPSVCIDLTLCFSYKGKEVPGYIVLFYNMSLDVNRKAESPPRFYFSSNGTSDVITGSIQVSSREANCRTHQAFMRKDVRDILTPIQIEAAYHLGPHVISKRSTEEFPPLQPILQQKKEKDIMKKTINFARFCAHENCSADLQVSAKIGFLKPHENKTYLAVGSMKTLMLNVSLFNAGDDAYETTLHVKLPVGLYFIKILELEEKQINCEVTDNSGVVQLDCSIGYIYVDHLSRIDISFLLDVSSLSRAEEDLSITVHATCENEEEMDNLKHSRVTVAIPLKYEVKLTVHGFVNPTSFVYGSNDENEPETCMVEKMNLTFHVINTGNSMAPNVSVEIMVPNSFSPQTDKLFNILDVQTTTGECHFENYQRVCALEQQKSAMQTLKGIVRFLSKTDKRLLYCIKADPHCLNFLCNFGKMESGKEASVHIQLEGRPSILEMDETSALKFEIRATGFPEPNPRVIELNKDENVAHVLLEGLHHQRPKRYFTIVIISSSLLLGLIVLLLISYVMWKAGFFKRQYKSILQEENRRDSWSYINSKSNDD
# Starred values were filed as active, the others as inactive; ? = inconclusive; · = not tested or not shown. Only part of the results is shown; the hit share may differ from the screen's.
item	Molecule	MEX-5 binding	GLD-1 RNA inh	GRK2 aptamer HTS	BCLXL inh	MCL1 BIM primary	Efflux pump mplx	Fam108B inh	PME-1 inh	VLA-4 inh
1	CNS(=O)(=O)c1ccc(N=Cc2c(O)n(-c3cccc(C)c3)c(=O)[nH]c2=O)cc1	2.3	-17	0	-12	-9	0.0	0	2	6
2	Cc1ncc(CN2CCCC(C(=O)c3cccc(Cl)c3)C2)s1 (centres undefined)	3.8	0	2	8	-1	0.1	2	3	2
3	CCCCCc1nc2ccccc2c(=O)n1-c1ccccc1[N+](=O)[O-]	-2.6	10	1	2	11	-0.1	0	-1	12
4	COc1ccc(C(CC(=O)N2CCC3(CC2)OCCO3)NS(=O)(=O)c2ccc(F)cc2)cc1 (centres undefined)	-2.6	1	2	3	2	-0.1	2	-8	14
5	CCOC(=O)c1nc2ccccc2c(=O)n1-c1cccc(C)c1	-1.2	-2	0	3	1	0.1	-2	1	13
6	O=C(c1cccs1)N1C2CCC1CC(O)(c1cccnc1)C2 (centres undefined)	-2.9	2	1	-2	-6	0.0	2	-4	-3
7	CCN(CC)CCNCC(=O)Nc1ccc(Cl)cc1C(=O)c1ccccc1	-0.2	5	2	0	-2	-0.1	-5	-3	9
8	CN(C)Cc1c[nH]c2ccccc12	·	3	0	4	5	-0.2	0	-5	3
9	O=c1[nH]c(O)c(C=Nc2cccc(F)c2)c(=O)[nH]1	-2.3	-6	0	0	3	0.4	0	2	3
10	O=c1[nH]c(=S)[nH]c(O)c1N=Nc1ccc2c(c1)OCO2	-1.8	-10	0	11	0	0.2	-10	-12	18
11	COc1ccc(/C=C/C(=O)c2c(O)n(CCC3=CCCCC3)c(=O)[nH]c2=O)cc1OC	-47*	-2	1	-2	-2	0.0	-1	1	7
12	COc1ccc(OC)c(C(c2c(O)c3ccccc3oc2=O)c2c(C)n(C)n(-c3ccccc3)c2=O)c1 (centres undefined)	5.7	-7	3	3	-3	0.3	-3	4	-1
13	COc1cccc(O)c1CN1CCCC(C(=O)c2sccc2C)C1 (centres undefined)	0.8	3	3	3	-4	-0.2	-4	3	3
14	CCC(=O)N1CC(=O)Nc2ccc(F)cc2C1c1ccccc1 (centres undefined)	-0.7	-7	0	0	0	-0.1	-1	-1	-18
15	CN1CCN(c2ccc([N+](=O)[O-])c(NCC3CCCO3)c2)CC1 (centres undefined)	·	2	0	-3	-6	0.0	1	-3	0
16	COc1c(C=C2C(=O)NC(=O)NC2=O)c(CCN(C)C(=O)c2ccccc2)cc2c1OCO2	-0.2	4	2	3	1	0.2	2	3	9
17	CC1CN=C(Nc2ccc(F)cc2)S1 (centres undefined)	-1.5	2	2	5	1	0.1	-5	2	8
18	CC(c1ccccc1F)n1cc(C(=O)Nc2ccc3nc[nH]c3c2)nn1 (centres undefined)	-1.3	-1	0	5	1	0.1	-2	1	0
19	C[C@@]1(CO)[C@H](O)CC[C@@]2(C)[C@H]1CC[C@H]1C[C@@H]3C[C@@]12CC[C@]3(O)CO	2.0	3	1	0	1	0.1	0	-7	-2
20	COc1ccc(CCNC(=O)c2c(N)n(CCN3CCOCC3)c3nc4ccccc4nc23)cc1	-0.4	-1	·	0	-7	-0.2	9	9	11
21	C=C(C=O)CC1CC(O)[C@]2(C)OC3CC4OC5C[C@]6(C)O[C@]7(C)CCC8OC9C[C@]%10(C)OC%11C(C)=CC(=O)OC%11CC%10OC9C[C@@H](C)C8OC7CC6O[C@]5(C)CC5OC5C4OC3CC2O1 (some centres undefined)	-0.9	-6	0	7	15	2.5	2	-11	-4
22	O=C1NC(=O)C(=Cc2cn(CCOc3ccc4c(c3)OCO4)c3ccccc23)C(=O)N1	-55*	-3	0	29	25	0.1	-57	1	13
23	C=CCn1c(O)c(C(CC)=Nc2cc(OC)ccc2OC)c(=O)[nH]c1=O	-0.1	7	0	12	18	0.1	2	1	-15
24	CC(=O)O[C@H]1[C@H]2O[C@]23[C@@H]2CC[C@]4(O)C[C@@H](O)CC[C@]4(C)C2CC[C@]3(C)[C@H]1c1ccc(=O)oc1 (some centres undefined)	·	-2	0	5	7	-0.1	·	2	3
25	COc1cc2c(cc1OC)C(c1c(O)n(CCc3ccccc3)c(=S)[nH]c1=O)NCC2 (centres undefined)	1.1	6	2	8	8	-0.1	-16	-29	5
26	O=C(COC(=O)c1cccc(O)c1)Nc1ccc(Cl)cc1C(=O)c1ccccc1	-1.7	2	1	3	-5	0.2	-10	-10	5
27	Clc1ccccc1Nc1ncnc(-n2cccc2)n1	0.0	2	0	4	2	0.0	-1	4	3
28	CC(C)CC12CN3CCN(CC(C3)/C1=N/O)C2	-1.4	0	0	2	4	0.0	1	-8	11
29	c1cncc(CNCCc2c[nH]c3ccccc23)c1	-4.4	5	0	1	-4	0.0	-3	0	-5
30	CCCCCCNC(=O)N[C@H](Cc1ccc(O)cc1)C(=O)NCCC[C@H]1CN2C(=NC[C@H]2CCC)N1CC1CCC1	-0.5	15	0	5	-29	0.1	4	0	6
31	CCc1ccc(CNCCc2ccc(F)cc2)cc1	2.5	3	0	1	6	-0.1	4	2	-11
32	CCN1C[C@]2(COC)CC[C@H](OC)[C@@]34C5C[C@H]6C(=O)C5[C@](O)(C[C@H]6OC)[C@@](O)(C(OC)C23)[C@@H]14 (some centres undefined)	-1.3	1	0	-2	0	-0.2	-1	0	23
33	CCN1CC2(COC(=O)c3ccccc3N)CCC(OC)C34C5CC6C(OC)CC(O)(C5C6OC)C(O)(C(OC)C23)C14 (centres undefined)	·	5	2	1	-1	0.2	-2	5	1
34	Nc1ccc(C2(c3ccc(N)cc3)CN3CCC2CC3)cc1	-1.0	-6	0	-3	-1	0.2	3	0	13
35	Cc1ccccc1C1=NCC(=S)Nc2ccc(Cl)cc21	-0.6	-4	0	7	9	0.0	-1	-3	-1
36	CCn1c(=N)n(Cc2ccccc2F)c2ccccc21	1.6	5	1	8	11	-0.2	3	3	8
37	CN(C)c1ccc(/C=C/[N+](=O)[O-])cc1	?	-53	6	-76	-179	0.0	-3	-2	27
38	O=C1Nc2ccccc2/C1=C/c1cnc[nH]1	-5.8	10	3	5	6	-0.1	2	2	11
39	Cc1cc(C=C2C(=O)N(C)C(=O)N(C)C2=O)c(C)n1-c1ccccc1	0.3	9	2	4	9	-0.2	3	-8	-7
40	COc1ccc2c(c1)/C(=C/c1cnc[nH]1)C(=O)N2	-4.3	3	3	-7	-24	0.8*	-6	3	-2
41	CC(C)C1(C)N=C(c2ncccc2C(=O)O)NC1=O (centres undefined)	-3.7	5	1	4	7	0.1	2	2	0
42	O=C1COc2ccc(C(=O)COC(=O)Cc3ccccc3)cc2N1	-2.0	5	0	3	-6	0.0	-1	-8	-15
43	CC#CP(=O)(OC)C(O)(CF)c1ccccc1 (centres undefined)	-2.5	-11	3	4	1	0.0	-3	1	-3
44	CC(Cc1ccccc1Sc1ccccc1O)N(C)C (centres undefined)	-0.7	5	0	1	0	0.0	-3	1	3
45	COc1ccc(CN2C(=O)NC(=O)/C(=C/c3cc(OC)c(OC)c(OC)c3)C2=O)cc1	·	-18	0	-15	-21	-0.1	2	-2	20
46	N#Cc1ccc(NC(=O)CN2CCCCCC2)cc1Cl	3.2	-3	0	7	3	0.4	-3	-4	13
47	Cc1cccc(-n2c(-c3ccco3)nc3ccccc3c2=O)c1C	-1.9	-5	0	6	6	0.0	1	-8	-6
48	CCCCCCn1c(O)c(C(C)=NC)c(=O)[nH]c1=O	-2.2	-8	0	2	4	0.1	1	0	-3
49	CC1CCCCN1C(=O)Cn1cc(C=C2C(=O)N(C)C(=O)N(C)C2=O)c2ccccc21 (centres undefined)	-1.9	0	0	1	-4	0.0	-6	0	-15
50	Clc1ccc(CCNCc2ccncc2)c(Cl)c1	-4.6	0	0	-2	-7	0.7	2	-1	15

# Part of the list above with just GLD-1 RNA inh and PME-1 inh.
item	Compound	GLD-1 RNA inh	PME-1 inh
14	CCC(=O)N1CC(=O)Nc2ccc(F)cc2C1c1ccccc1 (centres undefined)	-7	-1
15	CN1CCN(c2ccc([N+](=O)[O-])c(NCC3CCCO3)c2)CC1 (centres undefined)	2	-3
16	COc1c(C=C2C(=O)NC(=O)NC2=O)c(CCN(C)C(=O)c2ccccc2)cc2c1OCO2	4	3
17	CC1CN=C(Nc2ccc(F)cc2)S1 (centres undefined)	2	2

# Carrying on.
item	Molecule	MEX-5 binding	GLD-1 RNA inh	GRK2 aptamer HTS	BCLXL inh	MCL1 BIM primary	Efflux pump mplx	Fam108B inh	PME-1 inh	VLA-4 inh
51	CN1Cc2cccnc2N(C)Cc2cc(Cl)ccc21	0.4	-6	0	3	4	0.0	1	-1	8
52	CCOC(=O)C1(c2ccccc2)CCN(Cc2cccc(C(=O)O)c2)CC1	1.6	-5	3	0	-3	0.1	-4	-3	28
53	Cc1cc(C)nc(NS(=O)(=O)c2ccc(N=Cc3c(O)n(C)c(=O)n(C)c3=O)cc2)n1	1.4	-6	0	-2	-11	0.0	-2	1	5
54	COc1ccc(NP(=O)(Nc2ccc(OC)cc2)Oc2ccccc2)cc1	2.8	0	3	5	0	0.4	-2	2	6
55	c1ccc(C(OCCN2CCNCC2)c2ccccc2)cc1	2.0	5	0	1	2	-0.1	0	3	1
56	COC(=NC1CCCCC1)C(O)c1c[nH]c2ccccc12 (centres undefined)	1.6	9	0	2	2	0.1	6	1	9
57	CNCCc1ccc(OC)c(OC)c1	1.1	2	2	-1	2	0.2	-2	-1	0
58	COc1ccccc1-n1c(/C=C/c2ccc(O)cc2)nc2ccccc2c1=O	2.4	-26	0	3	12	-0.1	1	14	-18
59	Cc1nn(Cc2ccccc2Cl)c(Cl)c1C(=O)O	1.4	4	1	3	8	0.0	4	-9	-3
60	C=CCn1c(O)c(C(CC)=Nc2ccc(C(=O)O)cc2)c(=O)[nH]c1=O	-0.3	3	0	8	1	-0.1	5	-2	0
61	Cc1cccc(NC(=O)[C@@H](NC(=O)N2C[C@H]3C[C@@H](C2)c2cccc(=O)n2C3)C(C)C)c1	1.9	3	4	5	6	-0.1	-5	2	6
62	COc1cc2c(cc1OC)-c1c(OC)c(OC)cc3c1[C@H](C2)[N+](C)(C)CC3	0.3	-2	0	-11	-7	-0.2	-8	-6	11

# Values in list order from the entries so far:
# GLD-1 RNA inh, entries 46 to 55 → -3, -5, -8, 0, 0, -6, -5, -6, 0, 5

# Record cards, from the list above.
# CCN(CC)CCNCC(=O)Nc1ccc(Cl)cc1C(=O)c1ccccc1 is listed as MEX-5 binding = -0.2; GLD-1 RNA inh = 5; GRK2 aptamer HTS = 2; BCLXL inh = 0; MCL1 BIM primary = -2; Efflux pump mplx = -0.1; Fam108B inh = -5; PME-1 inh = -3; VLA-4 inh = 9
# O=C1COc2ccc(C(=O)COC(=O)Cc3ccccc3)cc2N1 is listed as MEX-5 binding = -2.0; GLD-1 RNA inh = 5; GRK2 aptamer HTS = 0; BCLXL inh = 3; MCL1 BIM primary = -6; Efflux pump mplx = 0.0; Fam108B inh = -1; PME-1 inh = -8; VLA-4 inh = -15

# Source: PubChem BioAssay (several laboratories)
